Source: PubChem (several laboratories)
M17LAP inhibition = P. falciparum M17LAP inhibitors, primary screen, biochemical, fluorogenic H-Leu-NHMec substrate, 1536-well (AID 1619); recombinant M17LAP, H-Leu-NHMec fluorogenic kinetic assay; higher % means a stronger effect; inhibition, % at 30 µM, or IC50 in µM where a hit was titrated; 220,000 tested, 0.38% active;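 active = compound inhibiting the enzyme by more than half at any dose during confirmatory dose-response retesting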;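 also: plate controls were full reaction with DMSO carrier for no effect and no enzyme background for full effect; strong numbers were not always called active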
XIAP antagonists = XIAP antagonists, biochemical, IAP family, fluorescence polarization (AID 1018). XIAP BIR domain, fluorescence polarization peptide displacement; higher % means a stronger effect. 200,000 tested, 0.007% active. one-dose displacement, % at 20 µM; IC50 in µM for titrated hits; in the data active = displacement above about 50%; also: a part of the inactive calls stands beside numbers as strong as those of hits
ER stress rescue = protection against thapsigargin-triggered cell killing – 384-well, CSM14.1, ATP luminescence, primary screen (AID 1222) | CSM14.1 thapsigargin-induced death rescue, ATP luminescence; higher % means a stronger effect | cellular ATP content (survival), % at 20 µM; hits with a dose series show EC50 in µM | 190,000 tested, under 10 active;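 active = EC50 below 50 µM in the dose-response confirmation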;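 also: death triggered by thapsigargin at about 15 µM added after 2 h compound pretreatment; cell ATP read after overnight thapsigargin exposure of roughly 18 to 22 hours; normalized against plate controls of thapsigargin alone and 5% DMSO vehicle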
Hep lipid drop = hepatic lipid droplet formation modulation; AML12 mouse hepatocytes, oleate lipid droplets, BODIPY imaging; 240,000 tested, 0.4% active; AID 1656; inhibition, % at 6.5 µM;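 active = lipid droplet intensity inhibited by at least 50%, with more than 500 cells counted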
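material = mouse AML12 hepatocyte cell line, fixed after treatment | also added = 100 µM oleic acid challenge | doses = compound at 6.5 µM only | schedule = overnight exposure | technique = Image-based BODIPY and DAPI two-channel analysis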
NOD2 inhibition = NOD2 signaling inhibitors, cell-based, luminescence, uHTS, HEK293 (AID 1566); HEK293 NOD2/NF-kB luciferase reporter, luminescence; higher % means a stronger effect; 290,000 tested, 0.63% active; inhibition, % at 4 µM, or EC50 in µM where a hit was titrated; also: many of its hits are not listed in these tables
Siah-1 displacement = blockers of Siah-1 interaction with plectin peptide – biochemical, fluorescence polarization, rhodamine-plectin, uHTS, primary screen (AID 1817); Siah-1 / rhodamine-plectin peptide fluorescence polarization; higher % means a stronger effect; one-dose displacement, % at 20 µM; IC50 in µM for titrated hits; 290,000 tested, 0.02% active;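 active = displacement of at least 50% at 20 µM, with a fluorescence ratio check between 0.3 and a set limit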;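 also: plate controls were Siah plus tracer with DMSO for no effect and tracer alone without Siah for full effect; strong numbers were not always called active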
P. falciparum M1AAP = P. falciparum M1AAP inhibitors, biochemical, fluorogenic H-Leu-NHMec substrate, 1536-well (AID 1445); recombinant M1AAP, H-Leu-NHMec fluorogenic kinetic assay; higher % means a stronger effect; one-dose inhibition, % at 30 µM; IC50 in µM for titrated hits; 220,000 tested, 0.42% active;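 active = primary inhibition above the hit cutoff, then over 50% inhibition at one or more dose response concentrations, cut at about 23% in these data, passing the limit was not always enough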;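 also: plate controls were DMSO full reaction for no effect and no enzyme background for full effect; strong numbers were not always called active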
LYP phosphatase = PTPN22 lymphoid phosphatase activity blockers – biochemical, fluorescence intensity, uHTS (AID 1779); recombinant LYP phosphatase, fluorescence intensity; higher % means a stronger effect; inhibition, % at 11.5 µM, or IC50 in µM where a hit was titrated; 290,000 tested, 0.054% active;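 also: plate controls were vehicle with enzyme for no effect and no enzyme for full effect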
AID2073 = inhibitors of Mint1-CaV2.2 protein interaction, biochemical, HTRF (AID 2073); HTRF protein-protein interaction, Mint1-CaV2.2; higher % means a stronger effect; 290,000 tested, 0.19% active; one-dose inhibition, % at 20 µM; IC50 in µM for titrated hits; in the data active = inhibition mostly above about 51%, no sharp cut-off; also: some results filed as inactive read as strong as hits
Hep lipid drop cells 6.5 µM = also measured in Hep lipid drop; calls as there; cell count; measured here: cell count, cytotoxicity flag;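 cells counted across two imaged fields per well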
Numbers without * were called inactive; nt = not tested or not shown. Rule as the data show it, unless noted: active = inhibition above about 50%; inactive = the rest. A portion of the library, so the mix of outcomes need not match the whole.

no. | mol | M17LAP inhibition | XIAP antagonists | ER stress rescue | Hep lipid drop | Hep lipid drop cells 6.5 µM
1 | COc1ccc(NC(=O)C2CCCN(S(=O)(=O)c3c(C)n[nH]c3C)C2)cc1 (stereo not drawn) | -6% | -2.9% | -0.8% | nt | nt
2 | O=c1[nH]c(-c2ccccn2)cc2ccccc12 | -91% | -4.9% | -4.3% | nt | nt
3 | COc1cccc(/C=N/NC(=O)CCc2c(C)n[nH]c2C)c1O | 8% | nt | nt | nt | nt
4 | CN(C)CCCNC(=O)/C=C/c1ccc(OCc2c(F)cccc2Cl)cc1 | 2% | -0.3% | nt | -14 | 645
5 | COC(=O)c1cc(-c2cccc(OC)c2)n[nH]1 | 10% | -0.9% | 0.4% | nt | nt
6 | COc1ccc(S(=O)(=O)N2CCC(C(=O)NCCN3CCOCC3)CC2)cc1OC | nt | nt | nt | 1 | 774
7 | CCN(CC)CCCN1C(=O)C(O)=C(C(=O)c2cc3ccccc3o2)C1c1ccccn1 (stereo not drawn) | 7% | -1.7% | -0.8% | nt | nt
8 | CC(C)CCC(C)NC(=O)CN1C(=O)NC(C)(c2ccc3ccccc3c2)C1=O (stereo not drawn) | nt | nt | nt | 17 | 637
9 | O=C(NCCc1ccco1)C(=O)NCC1OCCCN1S(=O)(=O)c1ccc(F)cc1 (stereo not drawn) | nt | nt | nt | -13 | 676
10 | CCOC(=O)Cn1c(C)cc(=O)c2cccc(C)c21 | 0% | -2.0% | -0.6% | nt | nt
11 | Cc1c(C(=O)NCc2ccccc2)oc2ccc(S(=O)(=O)N3CCCC3)cc12 | 1% | 0.7% | -0.3% | nt | nt
12 | Cc1cccc(NC(=O)CCN2C(=O)C3C4CCC(C4)C3C2=O)c1C (stereo not drawn) | 11% | -6.1% | -2.0% | nt | nt

no. | NOD2 inhibition | Siah-1 displacement | P. falciparum M1AAP | LYP phosphatase | AID2073
1 | 8% | 4% | 0% | -2% | -3%
2 | -49% | -1% | 10% | -2% | 9%
3 | 29% | -11% | -5% | -6% | -4%
4 | 16% | 3% | 0% | -6% | -14%
5 | -7% | 5% | 1% | 0% | -10%
6 | 9% | 12% | nt | -13% | -8%
7 | 16% | 0% | 1% | -4% | 30%
8 | -10% | 0% | nt | -7% | 2%
9 | 3% | -5% | nt | -8% | 4%
10 | 3% | 1% | -1% | 0% | -7%
11 | 10% | 0% | 3% | -4% | 34%
12 | 7% | -1% | -6% | -11% | 0%

Brought forward from above: 2 compounds; new compounds follow.
no. | mol | M17LAP inhibition | XIAP antagonists | ER stress rescue | Hep lipid drop | Hep lipid drop cells 6.5 µM
11 | Cc1c(C(=O)NCc2ccccc2)oc2ccc(S(=O)(=O)N3CCCC3)cc12 | 1% | 0.7% | -0.3% | nt | nt
12 | Cc1cccc(NC(=O)CCN2C(=O)C3C4CCC(C4)C3C2=O)c1C (stereo not drawn) | 11% | -6.1% | -2.0% | nt | nt
13 | CCC(C)(C)NC(=O)C(c1ccc(F)cc1)N(Cc1ccco1)C(=O)c1cnccn1 (stereo not drawn) | -1% | -1.1% | -1.6% | -4 | 760
14 | OCCNC(=S)Nc1ccc2nsnc2c1 | 7% | -1.4% | -0.7% | -14 | 709
15 | COc1ccc2c(c1)C(c1cccs1)=NNC(c1cccnc1)=N2 | 10% | -4.0% | 1.8% | 3 | 722
16 | O=Cc1nc(-c2ccccc2Cl)n2ccccc12 | 11% | -4.2% | -2.5% | -5 | 658
17 | O=C(NNC(=O)c1sc2cccc(Cl)c2c1Cl)Nc1ccccc1 | 4% | -6.2% | -0.5% | nt | nt
18 | O=c1[nH]cnc2sc(-c3ccccc3)cc12 | 9% | -1.0% | -6.1% | 19 | 781
19 | COCC(C)NC(=O)CSc1nc2nn(-c3ccccc3)c(=O)c-2c2n1CCCCC2 (stereo not drawn) | 0% | 0.8% | 0.1% | -4 | 695
20 | Cc1ccccc1C(=O)NC1CCN(CC(=O)Nc2ccc(N(C)C)cc2)CC1 | nt | nt | nt | -3 | 778
21 | Cc1c(C#N)c(N=CN(C)C)c(C(=O)c2ccccc2)n1-c1ccccc1 | -4% | 3.2% | -0.6% | 0 | 652
22 | Cc1ccc(-n2[nH]c(C)c(C=Nc3ccc(S(=O)(=O)N4CCOCC4)cc3)c2=O)c(C)c1 | -4% | -6.7% | -0.4% | 0 | 656
23 | CC(/C=N/NC(=O)c1cc(C(C)(C)C)[nH]n1)=C\c1ccccc1 | 10% | 2.7% | -1.8% | -35 | 674
24 | Cn1nnnc1SCC(=O)Nc1ccc(N2CCOCC2)cc1 | 6% | -1.5% | -2.2% | nt | nt

no. | NOD2 inhibition | Siah-1 displacement | P. falciparum M1AAP | LYP phosphatase | AID2073
11 | 10% | 0% | 3% | -4% | 34%
12 | 7% | -1% | -6% | -11% | 0%
13 | -11% | -2% | 2% | -1% | 0%
14 | 11% | -1% | -1% | -1% | 25%
15 | 16% | -3% | 14% | -6% | 0%
16 | 23% | 5% | 12% | 2% | 1%
17 | -30% | 2% | 12% | -9% | 3%
18 | -51% | 2% | 16% | 0% | 6%
19 | 2% | 10% | 0% | -2% | 2%
20 | -15% | 10% | nt | -9% | -9%
21 | 13% | 2% | 11% | -3% | -4%
22 | 10% | -3% | 9% | 3% | 0%
23 | 12% | 4% | 5% | 8% | 2%
24 | -11% | 0% | 1% | -2% | -4%

More compounds.
no. | mol | M17LAP inhibition | XIAP antagonists | ER stress rescue | Hep lipid drop | Hep lipid drop cells 6.5 µM
25 | CCn1cc(C(=O)O)c(=O)c2cc(F)c(N3CCN(S(=O)(=O)c4ccc(NC(C)=O)cc4)CC3)cc21 | 7% | -2.1% | -0.5% | 7 | 653
26 | COC(=O)C1=C(C)NC(=O)NC1c1cc(Cl)ccc1OC (stereo not drawn) | -1% | -2.1% | nt | -2 | 709
27 | COc1ccccc1CN(C)C(=O)CNC(=O)c1cccc(Cl)c1 | nt | nt | nt | nt | nt
28 | S=C(NCc1cccs1)Nc1cccc(Cl)c1Cl | -2% | -5.1% | -1.2% | -6 | 702
29 | COc1ccc(NC(=O)Cn2c(=O)n(CC3CCCO3)c(=O)c3cc(OC)c(OC)cc32)cc1OC (stereo not drawn) | nt | nt | nt | 8 | 767
30 | O=C1CSc2nc3ccccc3n21 | -1% | -4.1% | -0.9% | nt | nt
31 | Cc1cccn2c(NC(=O)c3cccs3)c(-c3ccccc3)nc12 | 3% | -4.5% | -0.8% | 9 | 664
32 | COc1ccc(CNC(=O)CCn2c(=O)[nH]c3ccccc3c2=O)cc1 | 12% | -7.1% | -0.5% | 17 | 706
33 | COc1ccc(C(=O)NC(=S)NNC(=O)CNC(=O)C2CCCCC2)cc1 | 4% | -6.1% | 0.7% | 0 | 689
34 | Cc1nc2c(sc(=S)n2Cc2ccco2)c(=O)n1CC(=O)Nc1ccc(F)cc1 | nt | nt | nt | -49 | 748
35 | O=C1C2C(c3ccccc3)C=CC(c3ccccc3)C2C(=O)N1c1ccccn1 (stereo not drawn) | 2% | 1.4% | 0.8% | 7 | 674
36 | COc1ccc(CNC(=O)c2c(C)cc(=O)oc2C)cc1OC | 7% | -11% | 2.4% | 7 | 718

no. | NOD2 inhibition | Siah-1 displacement | P. falciparum M1AAP | LYP phosphatase | AID2073
25 | 8% | 24% | 2% | -3% | 18%
26 | 3% | 4% | 5% | -1% | 1%
27 | 4% | -4% | nt | -8% | -2%
28 | -6% | -2% | 2% | 0% | -16%
29 | 15% | 8% | nt | -8% | 15%
30 | 3% | -6% | 6% | -5% | -5%
31 | 14% | 2% | 7% | -2% | 4%
32 | -6% | -3% | 6% | 5% | 5%
33 | 1% | 10% | 0% | -2% | 32%
34 | -5% | -3% | nt | -11% | -1%
35 | 16% | 1% | 6% | -6% | -5%
36 | 0% | 3% | 1% | -4% | 9%

Later entries
no. | mol | M17LAP inhibition | XIAP antagonists | ER stress rescue | Hep lipid drop | Hep lipid drop cells 6.5 µM
37 | CC1(C)SC[C@H](C(=O)Nc2cccc(Cl)c2)N1C=O | 1% | nt | nt | 11 | 662
38 | CC(C)CN1CCC(=O)N([C@H](CSc2ccc(Br)cc2)Cc2ccccc2)CC1 | 1% | nt | nt | -7 | 664
39 | O=C(Nc1ccc([N+](=O)[O-])cc1)c1ccccc1 | nt | nt | nt | 3 | 815
40 | CC(=O)c1ccc(OC(C)c2nc3ccccc3s2)cc1 (stereo not drawn) | nt | nt | nt | -18 | 728
41 | Cc1ccc(N(CC(=O)NC2CCCCC2)C(=O)CNC(=O)c2cccs2)cc1 | nt | nt | nt | -7 | 742
42 | O=S(=O)(N/N=C/c1ccc2c(c1)OCO2)c1ccc(Br)cc1 | nt | nt | nt | -9 | 708
43 | CC(=O)Nc1ccc(S(=O)(=O)N[C@@H](C)C(=O)Nc2ccc(N3CCOCC3)cc2)cc1 | -4% | -11% | -1.1% | nt | nt
44 | CC(C)c1ccc(N(CC(=O)N2CCOCC2)S(C)(=O)=O)cc1 | nt | nt | nt | nt | nt
45 | Cc1ccc(O)c(N=Nc2ccc(S(=O)(=O)N3CCCC3)cc2)c1 | 0% | nt | nt | 7 | 668
46 | CC(C)OC(=O)C(C#N)c1nc2ccccc2nc1N1CCCC1 (stereo not drawn) | -52% | -8.1% | 1.0% | 15 | 743
47 | COc1ccc(-c2cc(C(F)(F)F)nc(S(=O)(=O)CCC(=O)N3CCOCC3)n2)cc1 | 12% | -2.0% | -1.1% | -20 | 694
48 | CC(=O)Nc1ccc(S(=O)(=O)N2CCN(C(=O)c3ncoc3-c3ccccc3F)CC2)cc1 | nt | nt | nt | -8 | 765

no. | NOD2 inhibition | Siah-1 displacement | P. falciparum M1AAP | LYP phosphatase | AID2073
37 | -14% | 14% | 2% | 0% | 4%
38 | -7% | 2% | 3% | -3% | -2%
39 | -20% | -2% | nt | -8% | 2%
40 | -24% | 4% | nt | -6% | 18%
41 | 2% | 8% | nt | -8% | 4%
42 | 13% | -3% | nt | -3% | -7%
43 | 4% | 2% | 2% | -8% | -7%
44 | -2% | 1% | nt | 5% | 0%
45 | -26% | 2% | 2% | -3% | 8%
46 | 10% | -3% | 15% | -5% | 2%
47 | 43% | 5% | 6% | -3% | 14%
48 | 11% | -3% | nt | -6% | 2%

Retrieved by structure from the list above (3):
no. | mol | M17LAP inhibition | XIAP antagonists | ER stress rescue | Hep lipid drop | Hep lipid drop cells 6.5 µM
16 | O=Cc1nc(-c2ccccc2Cl)n2ccccc12 | 11% | -4.2% | -2.5% | -5 | 658
41 | Cc1ccc(N(CC(=O)NC2CCCCC2)C(=O)CNC(=O)c2cccs2)cc1 | nt | nt | nt | -7 | 742
35 | O=C1C2C(c3ccccc3)C=CC(c3ccccc3)C2C(=O)N1c1ccccn1 (stereo not drawn) | 2% | 1.4% | 0.8% | 7 | 674

no. | NOD2 inhibition | Siah-1 displacement | P. falciparum M1AAP | LYP phosphatase | AID2073
16 | 23% | 5% | 12% | 2% | 1%
41 | 2% | 8% | nt | -8% | 4%
35 | 16% | 1% | 6% | -6% | -5%
